Assay outcomes: PubChem, Broad Institute
F508del corr: CFTR F508del correction in bronchial cells. CFBE cells, YFP halide quenching; stimulated with forskolin plus potentiator P3; % fluorescence drop versus neutral controls. activity (quench increase), % at 7.58 µM. 0.36% of 350,000 active;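 active means mean added fluorescence quench of at least 8% versus neutral control, with both replicates also reaching 8%; inconclusive means only one of the mean or replicate conditions met; inactive means mean below 8% and not both replicates reaching 8%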;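 further: cells transiently co-express mutant CFTR-F508del with the halide-sensitive YFP; corrector assay measuring rescue of mutant channel to the surface after 24 h compound exposure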
DENV2 CPE: protects cells from dengue virus 2 cytopathic effect. DENV2-infected cells, cytopathic effect rescue, plate reader. CPE inhibition, % at 9.99 µM. 1.7% of 350,000 active. AID 651640; in the data active means CPE inhibition above about 20%, passing the limit was not always enough; inconclusive means no clear call, values can overlap the other calls; tested in BHK-21 cells;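 further: 0% = median of neutral control wells and 100% = median of positive control wells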
SIRT5 block: sirtuin-5 (human) deacylase inhibition; Q9NXA8; Purified SirT5, succinyl-peptide AMC, trypsin-coupled fluorescence; inhibition, % at 15 µM; 1.1% of 330,000 active; in the data active means inhibition above about 15%; inconclusive means no clear call, values can overlap the other calls
Target sequence (Q9NXA8 whole entry, looked up): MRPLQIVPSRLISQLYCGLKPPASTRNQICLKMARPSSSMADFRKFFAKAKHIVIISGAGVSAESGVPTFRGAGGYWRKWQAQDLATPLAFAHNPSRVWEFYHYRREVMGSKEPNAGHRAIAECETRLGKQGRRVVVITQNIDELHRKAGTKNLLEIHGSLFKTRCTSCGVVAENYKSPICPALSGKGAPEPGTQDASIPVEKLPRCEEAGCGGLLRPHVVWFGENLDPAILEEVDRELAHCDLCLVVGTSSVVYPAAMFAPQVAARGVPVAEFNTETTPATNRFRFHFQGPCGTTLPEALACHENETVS
ERAP1 inh: blocks human ERAP1 aminopeptidase activity; Q9NZ08; recombinant ERAP1, Leu-AMC fluorescence, 60 min; inhibition, % at 10.7 µM; 0.15% of 340,000 active; AID 652197;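 active means mean replicate inhibition of at least 30%, or all replicates individually reaching that 30% level; inactive means mean below 30% and not every replicate reaching it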;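 further: 0% = neutral control wells and 100% = L-leucinethiol positive control wells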
ERp5 inh: inhibitors of human ERp5; ERp5 insulin aggregation, absorbance 650 nm, 90 min; Q15084; inhibition, % at 9.99 µM; 0.05% of 350,000 active;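 active means mean replicate inhibition above about 25%, with every replicate also reaching it, limit read from the data, passing the limit was not always enough; inconclusive means only one of those two criteria met; inactive means neither criterion met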
Target sequence (Q15084 whole entry, looked up): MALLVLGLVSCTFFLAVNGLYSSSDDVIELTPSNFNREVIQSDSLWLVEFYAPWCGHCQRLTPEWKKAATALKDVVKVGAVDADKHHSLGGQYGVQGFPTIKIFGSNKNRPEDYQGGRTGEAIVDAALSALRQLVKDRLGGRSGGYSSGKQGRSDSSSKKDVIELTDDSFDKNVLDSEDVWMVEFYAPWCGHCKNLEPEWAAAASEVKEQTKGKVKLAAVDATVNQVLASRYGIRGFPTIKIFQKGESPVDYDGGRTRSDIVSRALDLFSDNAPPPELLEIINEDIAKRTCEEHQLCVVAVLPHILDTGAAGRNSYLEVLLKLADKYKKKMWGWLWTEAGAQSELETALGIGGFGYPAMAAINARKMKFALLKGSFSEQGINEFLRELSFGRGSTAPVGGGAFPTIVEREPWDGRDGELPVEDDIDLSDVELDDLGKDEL
miR-122 sensor: inhibitors of miR-122 in Huh7 cells; Huh7 miR-122 Renilla luciferase sensor, 48 h; neutral wells = 0, positive control = 100; activation (reporter increase), % at 12.5 µM; 0.3% of 340,000 active;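 active means mean replicate activation score at least 90 and every replicate individually at or above 90; inconclusive means only one of the two criteria met; inactive means neither criterion met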;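 further: higher luciferase means less miR-122 activity so hits act as miR-122 inhibitors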
Casp6 inh: caspase-6 (human) enzyme inhibition; P55212; purified caspase-6, Z-VEID-R110 cleavage fluorescence; inhibition, % at 12.5 µM; 0.53% of 350,000 active; AID 686996;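 active means mean inhibition across replicates at least about 35%, with every replicate also reaching that limit, limit read from the data; inconclusive means only one of the two criteria met; inactive means neither criterion met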;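 further: 0% = median of neutral control wells and 100% = no fluorescence left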
Target sequence (P55212 24-179 limits assumed): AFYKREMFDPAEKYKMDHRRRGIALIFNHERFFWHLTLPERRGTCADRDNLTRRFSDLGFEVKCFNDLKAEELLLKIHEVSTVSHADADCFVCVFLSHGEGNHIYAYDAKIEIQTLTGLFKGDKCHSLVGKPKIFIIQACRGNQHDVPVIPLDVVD
Target sequence (P55212 194-293 limits assumed): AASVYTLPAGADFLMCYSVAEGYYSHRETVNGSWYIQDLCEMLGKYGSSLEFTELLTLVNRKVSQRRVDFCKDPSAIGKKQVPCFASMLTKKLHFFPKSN
* hit, by the source's call; ? = inconclusive; / = not tested or not shown; [ ] = another dose, or the depositor's remark.

SMILES	F508del corr	DENV2 CPE	SIRT5 block	ERAP1 inh	ERp5 inh	miR-122 sensor	Casp6 inh
CN(C(=O)c1cccc(Br)c1)C1CCS(=O)(=O)C1 (stereo not drawn)	2.2	14	5	-2	-2	-2	2
CO[C@@H]1CN(C)C(=O)c2ccc(NS(C)(=O)=O)cc2OC[C@H](C)NC[C@@H]1C	-0.4	2	-4	0	2	-1[16.7 µM]	1
Cc1cc(C(F)(F)F)cc(NNC(=O)NC(=O)c2ccc(Cl)cc2)n1	3.0	-2	-4	-2	1	2	0
COC(=O)C1(C(=O)OC)c2ccccc2CN(S(=O)(=O)c2ccc(C)cc2)C1CC(C)=O (stereo not drawn)	-2.8	-5	0	-4	0	/	1
CCN(CC)CC(=O)Nc1ccc2c(c1)N(C(=O)CN(CC)CC)c1ccccc1CC2	0.6	-6	-2	-5	-1	0	-39
Cc1ccc(C)n1-c1nn(S(=O)(=O)c2cccc(C(F)(F)F)c2)c2cccc(F)c12	-0.9	-3	-2	1	2	1	-5
CC(C)(C)CN1CCNC(=O)C1CC(=O)NCCc1ccccc1F (stereo not drawn)	-0.5	-14	0	0	0	-1	5
COC(=O)C1=C(C)N(Cc2ccccc2C(F)(F)F)C(=NCc2ccc(OC)cc2)NC1c1ccc(Cl)cc1 (stereo not drawn)	0.8	-3	13	2	-1	/	-2
Nc1c(C(=O)Nc2ccc3c(c2)OCCO3)nnn1Cc1ccccc1Cl	2.0	?	0	-1	4	/	-2
Cc1noc(C)c1S(=O)(=O)Nc1ccc2c(c1)C(=O)N([C@H](C)CO)C[C@@H](C)[C@H](CN(C)Cc1ccc(Cl)c(Cl)c1)OCCCC[C@@H](C)O2	-3.7	0	17*	0	-4	-11[16.7 µM]	-1
CC1CN(C(=O)Nc2ccc(F)cc2F)CC(C)O1 (stereo not drawn)	-2.9	-6	-1	4	-5	-5	-1
C[C@H](CO)N1C[C@H](C)[C@@H](CN(C)C(=O)Nc2ccc3c(c2)OCO3)OCCCC[C@H](C)Oc2ccc(NS(=O)(=O)c3ccc(Cl)cc3)cc2C1=O	0.0	-6	5	-5	-1	0[16.7 µM]	1
C[C@@H]1CCCCO[C@@H](CN(C)S(C)(=O)=O)[C@H](C)CN([C@@H](C)CO)C(=O)c2cc(NC(=O)NC3CCCCC3)ccc2O1	0.1	3	-3	-3	-17	2[16.7 µM]	0
Cc1c(C(=O)N2CCC[C@H]2C(N)=O)oc2c(F)cccc12	-0.7	-6	-1	5	1	-3	-2
COc1ccc(S(=O)(=O)N[C@@H]2C=C[C@H](CC(=O)NCCc3ccccc3)O[C@H]2CO)cc1	-1.9	-12	13	0	3	/	-2
Cc1ccccc1NC(=O)c1ocnc1C	5.7	-2	0	1	-10	-6	-1
O=C(Nc1cccc2ncccc12)c1cccc(Br)c1	1.0	5	-1	-5	3	3	-1
CCCN(CC1CC1)c1cc2c(c3c1ccn3C)C1CCC2C1 (stereo not drawn)	-1.6	-5	-9	5	3	10	1
Cc1onc(NC(=O)c2ccc(Cl)cc2Cl)c1Br	-0.4	-2	1	-3	2	/	-1
CCOCCCNC(=O)C1(O)c2ccccc2NC(=O)N1c1ccc(Cl)c(Cl)c1 (stereo not drawn)	0.9	-6	-7	7	-1	0	0
COc1ccc(S(=O)(=O)NC(=O)C2(C)CCN2C(=O)Cc2ccccc2Cl)cc1 (stereo not drawn)	-1.0	-8	-1	4	3	1	4
Cc1cc(NC(=O)CCC(=O)N(Cc2ccco2)C(C(=O)NC2CCCC2)c2ccc(F)cc2)no1 (stereo not drawn)	0.8	-1	/	-2	2	-3	0
COc1ccc(C(=O)c2sc3nc(C)cc(-c4cccs4)c3c2N)cc1OC	/	-8	0	-2	0	-11	-2
COc1cc2nc(C(C)(C)C)oc(=O)c2cc1OC	-1.5	4	4	/	1	/	3
Cc1cccc(OCC(O)CN2CCN(S(=O)(=O)c3ccc(C)cc3C)CC2)c1 (stereo not drawn)	-2.1	4	-5	-1	-1	-9	-1
CCOC(=O)c1c(C)nn(Cc2cccc(Cl)c2)c1N	/	14	-7	-1	5	4	2
COc1ccccc1C(=O)COC(=O)CN1C(=O)NC2(CCCC2)C1=O	-1.9	7	1	-1	-1	/	2
CCc1cc(=O)oc2cc(OCC(=O)N3CC[C@@]4(O)CCCC[C@H]4C3)ccc12	4.9	8	/	/	2	3	-2
O=C(N=Nc1c(O)[nH]c2c(Cl)cc(Cl)cc12)c1ccccc1O	2.1	13	/	-6	5	/	31
Cc1cccc([C@@H]2[C@@H]3C(=O)N(C)C(=O)[C@@H]3[C@@H]3C(=O)Nc4ccccc4C(=O)N23)c1	0.3	30*	1	1	-3	/	8
CCCNC(=O)N(C)C[C@H]1Oc2cc(C#CCOC)ccc2S(=O)(=O)N([C@@H](C)CO)C[C@H]1C	2.9	-9	0	1	-1	10[16.7 µM]	-1
OC[C@@H]1CN(Cc2ccc(-c3ccccc3)cc2)C[C@H](n2cnc3c(NC4CCC4)ncnc32)O1	0.1	6	-11	2	2	-16	2
CO[C@H]1CN(C)C(=O)c2cc(NC(=O)c3cnccn3)ccc2OC[C@@H](C)N(C(=O)C2CC2)C[C@@H]1C	2.9	3	0	1	3	/	1
COc1ccc(-c2cc(=O)c3c(O)c(OC)c(OC)c(OC)c3o2)cc1	0.9	-4	/	4	3	6	2
O=C(COC(=O)Cc1ccc(S(=O)(=O)N2CCOCC2)s1)Nc1ccc(OC(F)F)cc1	-0.3	?	0	-1	-9	1	10
O=C(CC(CC(=O)c1ccccc1)c1ccco1)c1ccccc1	-1.8	-1	/	0	-4	/	-2
O=C(NN1C(=O)NC2(CCCCC2)C1=O)c1cc2cc(Cl)ccc2o1	1.4	-1	2	3	-1	/	2
CC(C)Oc1ccc(CCC(=O)N/N=C/c2ccncc2)cc1	-1.7	3	0	2	-2	0	-2
Cc1cccc(NC(=S)N/N=C(\c2ccccc2)C(C)C)c1	3.1	2	2	-9	-3	/	0
CC1(C)CC(=O)c2cc(OCC(=O)NCc3cccnc3)ccc2O1	-3.0	-6	-11	-25	5	-16	2
CSc1ncnc2c1ncn2CCCN1CCN(Cc2cccc3ccccc23)CC1	1.0	6	-5	-2	-5	-5	1
S=c1[nH]ccn1CCc1ccccc1	/	11	-4	3	0	-2	1
COc1ccc(S(=O)(=O)NCC(c2ccc3c(c2)OCO3)N2CCOCC2)cc1 (stereo not drawn)	-3.9	-3	-5	0	-1	6	-2
CCc1nc2ccc(C(=O)N3CCN(S(=O)(=O)CC)CC3)cn2c1N(C)CCC(C)C	0.9	-4	-1	-1	13	-1	0
C[C@@H]1CC[C@H](O)/C=C/C(=O)O[C@H](C)CC[C@H](O)/C=C/C(=O)O1	2.6	-14	1	-7	0	-6	7
COc1cccc(CCNC(=O)CC2C(=O)NCCN2Cc2ccc(C)o2)c1 (stereo not drawn)	0.8	7	-2	5	3	2	1
O=C(Nc1ccc2c(c1)[C@H]1C[C@@H](CC(=O)N3CCc4ccccc4C3)O[C@@H](CO)[C@H]1O2)c1ccc2c(c1)OCO2	1.2	-5	3	0	-5	-4[16.7 µM]	0
CCNC(=O)[C@@H]1[C@@H](CO)[C@@H]2Cn3c(ccc(C4=CCCC4)c3=O)[C@H]1N2Cc1cccnc1	3.3	5	5	-1	-6	0[16.7 µM]	0

Overlap with the part before: four entries; new compounds follow.
SMILES	F508del corr	DENV2 CPE	SIRT5 block	ERAP1 inh	ERp5 inh	miR-122 sensor	Casp6 inh
C[C@@H]1CC[C@H](O)/C=C/C(=O)O[C@H](C)CC[C@H](O)/C=C/C(=O)O1	2.6	-14	1	-7	0	-6	7
COc1cccc(CCNC(=O)CC2C(=O)NCCN2Cc2ccc(C)o2)c1 (stereo not drawn)	0.8	7	-2	5	3	2	1
O=C(Nc1ccc2c(c1)[C@H]1C[C@@H](CC(=O)N3CCc4ccccc4C3)O[C@@H](CO)[C@H]1O2)c1ccc2c(c1)OCO2	1.2	-5	3	0	-5	-4[16.7 µM]	0
CCNC(=O)[C@@H]1[C@@H](CO)[C@@H]2Cn3c(ccc(C4=CCCC4)c3=O)[C@H]1N2Cc1cccnc1	3.3	5	5	-1	-6	0[16.7 µM]	0
c1ccc(N2CCN(c3cccc(-c4cc5ccccc5s4)n3)CC2)nc1	1.1	0	/	0	3	-2	-4
O=C(Nc1cc(S(=O)(=O)N2CCOCC2)ccc1N1CCCCC1)c1ccccc1	-1.4	-4	0	1	2	-3	0
O=C(NCCCn1ccnc1)c1cccc(S(=O)(=O)Nc2ccc(F)cc2)c1	0.0	3	-4	3	-1	142*	1
COc1ccc(-c2ccc3n(c2=O)C[C@@H]2[C@@H](CO)[C@H](C(=O)N4CCOCC4)N[C@H]32)cc1	/	8	-49	-5	8	/	6
C[C@H](CO)N1C[C@H](C)[C@H](CN(C)Cc2ccccn2)Oc2ncc(C#C[C@@H](C)O)cc2C1=O	0.1	11	-1	-1	-8	2[16.7 µM]	-2
O=C(Nc1cccc(F)c1)N1CC(=O)N2[C@H](CO)[C@H](c3ccc(-c4ccccc4F)cc3)[C@@H]2C1	1.2	7	6	0	-3	/	0
CCOC(=O)c1c(NC(=O)CN2CCCCC2)sc(C)c1C	0.0	5	-2	2	3	/	-5
C/C=C/c1ccc2c(c1)O[C@@H](CN(C)C(=O)COC)[C@@H](C)CN([C@@H](C)CO)S2(=O)=O	1.1	-9	4	2	/	/	3
Cc1cccc(CN2CCC(CNC(=O)Cn3ncc4c([nH]c5ccccc54)c3=O)CC2)c1	-2.1	-9	1	0	/	4	0
O=C(C[C@H]1CC[C@@H]2[C@H](COC[C@@H](O)CN2C(=O)Nc2ccc(C(F)(F)F)cc2)O1)NCCc1ccncc1	1.0	3	0	-4	3	-2[16.7 µM]	-2
COc1cccc(C(=O)N(C)CC(=O)Nc2cccc3ccccc23)c1	0.7	0	3	2	-1	/	-1
O=C1CCCC(O)=C1Sc1cc(Cl)c(Cl)cc1Cl	-1.4	1	-2	-5	-3	-3	4
CN(C)S(=O)(=O)c1cccc(C(=O)OCC(=O)Nc2ccc3c(c2)OCCO3)c1	-5.0	-8	-1	6	6	/	3
COc1ccc(OC)c(NC(=O)COC(=O)c2nc(Cl)ccc2Cl)c1	1.2	-4	-1	7	-2	0	-3
O=S(=O)(c1ccc(F)cc1)N1CCCNCC1	1.3	-1	-1	1	-1	-2	-6
C[C@@H]1CCCCO[C@H](CN(C)CC2CC2)[C@H](C)CN([C@@H](C)CO)C(=O)c2cc(NC(=O)Nc3ccccc3)ccc2O1	-0.2	-8	-1	-1	6	-6[16.7 µM]	1
CN(C)CCCNC(=O)[C@@H]1[C@@H](CO)[C@@H]2Cn3c(ccc(-c4ccc(F)cc4)c3=O)[C@@H]2N1C	-5.1	/	-5	/	-7	4[16.7 µM]	/
C/C(=N\NC(=O)CNC(=O)c1cccnc1)c1cccc(O)c1	1.9	-1	-2	1	-1	4	1
C[C@H](CO)N1C[C@H](C)[C@H](CN(C)C(=O)Cc2ccccc2)OCCCC[C@H](C)Oc2ccc(NC(=O)NC3CCCCC3)cc2C1=O	-1.5	9	/	/	/	-6[16.7 µM]	/
Cc1cc2c(C)nc(N/N=C/c3ccc([N+](=O)[O-])cc3)nc2o1	-1.1	3	-4	-3	12	/	-3
COCC#Cc1cnc2c(c1)C(=O)N([C@@H](C)CO)C[C@H](C)[C@@H](CN(C)Cc1ccccc1)O2	0.3	8	?	0	-1	-5[16.7 µM]	0
O=C(CN1CCN(S(=O)(=O)c2ccccc2C(F)(F)F)CC1)NCc1cccs1	1.0	-5	-5	-8	14	-11	2
Cc1c(P(=S)(c2ccccc2)c2ccccc2)[n+]2ccccc2n1CCc1ccccc1	4.6	?	/	/	4	-15	-5
C[C@H](CO)N1C[C@H](C)[C@H](CN(C)Cc2ccccc2)Oc2c(NC(=O)c3cnccn3)cccc2C1=O	3.5	-1	1	-3	-8	10[16.7 µM]	1
CN(CC(=O)Nc1ccc(Cl)cc1)C(=O)c1ccc(S(=O)(=O)Nc2ccccc2)cc1	1.2	-6	-1	0	1	/	6
CC1CCCN(C(=O)CCS(=O)(=O)c2ccc3c(c2)n(C)c(=O)c(=O)n3C)C1 (stereo not drawn)	0.3	6	1	4	1	-4	-2
